All columns: NCI-60 one-dose screen, growth in % after 48 h at 10 µM unless noted; 100 = growth as untreated, 0 = no growth, -100 = all killed.
NCI-H322M: NCI-H322M lung cancer; AID 1794733; 80,000 tested, 2.7% active
NCI-H522: NCI-H522 lung cancer; 78,000 tested, 8% active
HCT-15: HCT-15 colon cancer; 82,000 tested, 5.2% active
HT29: HT29 colon cancer. 81,000 tested, 7.4% active. AID 1794748
NCI/ADR-RES: NCI/ADR-RES ovarian cells; 81,000 tested, 4.4% active; AID 1794790
NCI-H460: NCI-H460 lung cancer; AID 1794736; 82,000 tested, 6.8% active
HCT-116: HCT-116 colon cancer; 82,000 tested, 7.3% active; AID 1794798
NCI-H226: NCI-H226 lung cancer. 79,000 tested, 3.5% active
COLO 205: COLO 205 colon cancer | 79,000 tested, 7.3% active | AID 1794742
* marks the source's active call; other numbers are inactive results; · = no result given. Rule for the calls: active = growth percent below 10; inactive = the rest. Random draw from the library; 12% or so of the library scored in one or more.

SMILES | NCI-H322M | NCI-H522 | HCT-15 | HT29 | NCI/ADR-RES | NCI-H460 | HCT-116 | NCI-H226 | COLO 205
Cc1cc(CSc2ccccc2C(=O)NCCNc2ccc(C(F)(F)F)cc2[N+](=O)[O-])on1 | · | 54.1 | 73.8 | 81.8 | 64.4 | 82.4 | 63.1 | 68.8 | 88.9
O=C1N=C(c2ccccc2)S/C1=C\c1ccc2c(c1)OCO2 | 108.2 | 106.0 | 101.7 | 101.5 | 107.1 | 96.5 | 104.4 | 95.1 | 101.6
COc1ccc(/C=C(/C(=O)N2CCCCC2)c2cc(OC)c(OC)c(OC)c2)cc1 | 45.2 | -24.2* | 26.8 | 5.7* | 6.3* | 11.6 | 17.6 | 94.8 | -14.6*
O=C1CC(c2ccc3c(c2)OCO3)c2snc(-c3cccc(F)c3)c2N1 (stereo not drawn) | 96.5 | 83.2 | 98.4 | 94.7 | 96.5 | 99.2 | 97.1 | 93.7 | 94.9
COc1ccc(-c2nnc(COc3ccc(NC(=O)c4cccc(C(F)(F)F)c4)cc3F)o2)cc1 | 78.2 | 52.2 | 77.6 | 83.7 | 85.4 | 86.7 | 83.5 | 97.3 | 101.8
C#Cc1ccc(-n2c(/C=C/c3ccc(O)c(OC)c3)nc3ncccc3c2=O)cc1 | 98.2 | 79.0 | 90.5 | 111.7 | 109.3 | 102.9 | 97.4 | 93.9 | 108.6
Nc1nc(=S)c2ncn(C3CCCC3)c2[nH]1 | 99.8 | 98.0 | 111.1 | 107.6 | 145.0 | 157.4 | 112.6 | 107.1 | 125.3
N#Cc1c(NCc2ccccc2)oc(-c2ccccc2)c1-c1ccccc1 | · | 67.0 | 54.8 | 83.0 | 87.2 | 88.9 | 60.7 | 94.3 | 98.1
Cc1ccc2[nH]c(=O)cc(-n3nc(C#N)c(C#N)c3N)c2c1 | 99.4 | 77.8 | 102.3 | 98.2 | 110.6 | 116.4 | 86.5 | 95.6 | 102.6
Nc1ccc(F)cc1F | 97.4 | 101.5 | 108.0 | 106.5 | 108.1 | 105.3 | 88.5 | 94.8 | 110.0
CS(=O)(=O)c1ccc(C2=C(c3ccccc3)C(=O)OC2)cc1 | 99.5 | 102.9 | 104.9 | 103.8 | 106.1 | 106.2 | 103.3 | 105.1 | 120.5
CCOC(=O)C(Cl)C(Cl)C(=O)OCC (stereo not drawn) | 104.3 | 100.2 | 104.6 | 108.0 | 108.0 | 100.7 | 104.3 | 105.2 | 115.7
O=C(NCCCOC(=O)c1ccccc1)c1ccccc1 | 109.7 | 101.5 | 101.3 | 93.4 | 103.5 | 109.5 | 97.5 | 110.6 | 126.2
CCN1CCN(CC(=O)Nc2nc3ccc(NCc4ccc(Br)cc4)cc3s2)CC1 | 84.9 | 99.5 | -18.8* | 2.3* | 79.3 | 26.3 | 17.8 | 64.6 | -48.9*
CC(C)(C#N)N1CCN(c2ccccc2)CC1 | 102.5 | 93.4 | 109.3 | 94.0 | 96.6 | 114.8 | 103.6 | 103.2 | 112.9
CC(C)(C)OC(=O)n1cc(-c2nc(-c3c[nH]c4ncccc34)cs2)c2ccccc21 | 92.3 | 126.9 | 89.2 | 89.6 | 92.6 | 105.2 | 92.4 | 99.8 | 97.9
O=C1c2ccccc2C(=O)c2cc(Cn3cc[n+](Cc4ccc5c(c4)C(=O)c4ccccc4C5=O)c3)ccc21 | 89.3 | 103.3 | 99.9 | 89.3 | 103.5 | 88.3 | 92.2 | 77.8 | 97.7
CC1(C)C(=O)CC[C@@]2(C)[C@@H]3CC[C@@](O)(C(C)(C)O)C=C3CC[C@H]12 | 103.5 | 93.8 | 99.5 | 105.9 | 101.2 | 108.4 | 100.7 | 105.9 | 106.1
CC(C)C1NC2=C(CCCC2)C(C#N)(C#N)C1(C#N)C#N (stereo not drawn) | 96.1 | 37.4 | 86.7 | 105.1 | 100.4 | 101.0 | 86.2 | 87.5 | 89.4
N#CC(=C=N)C(=C(C#N)C#N)c1ccncc1 | 95.0 | 58.4 | 99.7 | 81.2 | 111.0 | 110.2 | 94.5 | 107.8 | 113.7

Structures from the list above that contain an aryl methoxy group:
SMILES | NCI-H322M | NCI-H522 | HCT-15 | HT29 | NCI/ADR-RES | NCI-H460 | HCT-116 | NCI-H226 | COLO 205
COc1ccc(/C=C(/C(=O)N2CCCCC2)c2cc(OC)c(OC)c(OC)c2)cc1 | 45.2 | -24.2* | 26.8 | 5.7* | 6.3* | 11.6 | 17.6 | 94.8 | -14.6*
COc1ccc(-c2nnc(COc3ccc(NC(=O)c4cccc(C(F)(F)F)c4)cc3F)o2)cc1 | 78.2 | 52.2 | 77.6 | 83.7 | 85.4 | 86.7 | 83.5 | 97.3 | 101.8
C#Cc1ccc(-n2c(/C=C/c3ccc(O)c(OC)c3)nc3ncccc3c2=O)cc1 | 98.2 | 79.0 | 90.5 | 111.7 | 109.3 | 102.9 | 97.4 | 93.9 | 108.6

Continued:
SMILES | NCI-H322M | NCI-H522 | HCT-15 | HT29 | NCI/ADR-RES | NCI-H460 | HCT-116 | NCI-H226 | COLO 205
Cc1ccc2c(c1)C(=O)N(CNc1cc(Cl)ccc1Cl)C2=O | 97.2 | 85.9 | 96.0 | 99.1 | 107.0 | 104.2 | 98.8 | 89.7 | 109.6
CC(C)(C)OC(=O)NC(CCC(N)=O)C(=O)O (stereo not drawn) | 114.1 | 110.6 | 101.5 | · | 101.0 | 114.4 | 98.6 | 109.9 | 110.3
CC1(C)OCC(N)(CO)CO1 | 130.4 | 93.3 | 98.2 | 96.4 | 105.8 | 99.9 | 100.1 | 104.3 | 104.3
COc1ccc2[nH]cc(-c3noc(C(=O)c4cn(C)c5ccccc45)n3)c2c1 | 95.9 | 74.2 | 93.1 | 91.0 | 90.6 | 98.1 | 83.9 | 91.6 | 102.6
CCN(CC)c1ccc(Br)cc1 | 114.2 | 105.0 | 109.7 | 108.8 | 106.9 | 102.7 | 101.9 | 93.8 | 108.7
CCO/C=N/C1=C(C#N)C(c2ccc(OC)cc2)c2c(c3cc(C)ccc3[nH]c2=O)O1 (stereo not drawn) | 95.6 | 92.6 | 102.3 | 114.0 | 103.0 | 103.4 | 97.8 | 96.6 | 113.7
CSc1ccc(C(=NNS(=O)(=O)c2ccc(C)cc2)c2ccccc2)cc1 | 100.1 | 96.7 | 100.0 | 104.2 | 104.2 | 109.0 | 103.7 | 98.5 | 109.0
COc1ccc(-c2nc(Nc3nc4ccccc4o3)nc3c2C(=O)CC(C)(C)C3)cc1 | 101.4 | 106.9 | 99.2 | 104.6 | · | 108.9 | 102.0 | 95.7 | 113.7
O=c1cc(-c2ccccc2)c2ccc(O)cc2o1 | 96.4 | 83.3 | 95.9 | 100.4 | 99.9 | 91.7 | 85.6 | 96.1 | 108.7
NC(N)=N/N=C\c1ccc(O)c(O)c1 | 102.4 | 107.4 | 115.9 | 109.4 | 105.9 | 112.8 | 112.4 | 103.4 | 125.7
C=CCOC(=O)C1=CNC2=C(C(O)CC(c3ccccc3)C2)C1c1ccc(O)cc1 (stereo not drawn) | 89.6 | 77.4 | 98.5 | 97.0 | 94.7 | 107.8 | 101.3 | 106.7 | 107.2
NS(=O)(=O)c1ccc(N/N=C(\CS(=O)(=O)c2ccccc2)c2cc3cc(Br)ccc3o2)cc1 | 102.4 | 94.5 | 98.2 | 106.2 | 103.1 | 100.4 | 97.9 | · | ·
COC(=O)c1cc(-c2ccc(OC)cc2)[nH]c(=O)c1C#N | 105.9 | 99.7 | 99.5 | 104.8 | 109.2 | 110.5 | 92.0 | 101.5 | 118.7
Cc1ccc(P(c2ccccc2)c2ccc(C)cc2)cc1 | 89.4 | 85.9 | 107.9 | 91.4 | 95.9 | 105.8 | 90.1 | 97.2 | 95.7
Cc1ccccc1CN1C2=NCCN2C(=O)C2=C1CCN(S(=O)(=O)c1ccc(Cl)c(S(N)(=O)=O)c1)C2 | 97.8 | 113.4 | 101.1 | 104.5 | 112.6 | 111.2 | 118.0 | 107.6 | 115.5
COc1cc(/C=C/c2c(-c3ccc(F)cc3)nc3sc(-c4ccccc4)c(-c4ccccc4)n23)cc(OC)c1OC | 88.6 | 63.0 | 80.8 | 73.3 | 96.3 | 96.7 | 86.3 | 102.5 | 95.6
COc1ccc(OC)c(CCn2cncc2-c2c[nH]c3cc(F)ccc23)c1 | 93.9 | · | 49.4 | 60.8 | 66.0 | 82.6 | 68.9 | 65.8 | 80.4
CC(=O)OC1CC(n2cc(F)c(=O)[nH]c2=O)OC1CO (stereo not drawn) | 73.9 | 23.8 | 46.5 | 34.1 | 39.5 | 19.7 | 33.6 | 59.8 | 32.5
Clc1cccc(/C=C/c2nn3c(-c4ccncc4)nnc3s2)c1 | 106.4 | 100.7 | 98.9 | 112.9 | 106.2 | 102.0 | 106.5 | 97.1 | 63.1
CCOC(=O)C(C(=O)OCC)C(=O)C(C)(C)C | 101.5 | 109.4 | 100.2 | 112.5 | 108.4 | 105.8 | 97.8 | 95.0 | 103.5
COc1ccc(/C=C/c2nc(Nc3ccc(S(=O)(=O)N=C(N)N)cc3)c3ccccc3n2)cc1 | 65.4 | 74.7 | 80.9 | 80.8 | 94.0 | 98.9 | 92.3 | 89.5 | 96.7
O=C(C1CCCCC1)N1CCN(C(=O)C2CCCCC2)CC1 | · | 99.5 | 102.4 | 106.9 | 98.9 | 104.4 | 111.1 | 99.0 | 110.1
CSc1nc(=O)[nH]nc1Sc1ccccc1 | 94.0 | · | 96.3 | 105.9 | 108.6 | 109.1 | 111.6 | 92.3 | 107.5
O=S(=O)(O)CNc1ccccc1 | 96.5 | 98.4 | 97.4 | 105.4 | 104.0 | 98.7 | 95.6 | 105.8 | 106.4
Clc1ccc(N/N=C(\c2ccccc2)c2ccccn2)nc1 | 16.3 | 1.3* | 17.9 | 19.3 | -12.9* | 1.3* | 2.7* | 5.5* | 15.9
Cc1cc(C)cc(NC2=C(Cl)C(=O)c3nc(C)ccc3C2=O)c1 | 91.7 | 19.0 | 9.7* | 106.7 | 65.6 | 93.1 | 9.4* | 28.5 | 107.1
CCC(=O)c1cc(C(=O)OC)c2c3ccccc3c3ccccc3n12 | 106.0 | 104.2 | 72.2 | 93.5 | 88.3 | 119.6 | 84.0 | 90.6 | 125.2
CCOC(=O)CCC(NC(=O)OCc1ccccc1)C(=O)NC(CCC(=O)OCC)C(=O)NNC(=O)OC(C)(C)C (stereo not drawn) | 97.3 | 96.8 | 102.4 | 104.6 | 98.2 | 111.1 | 99.0 | 103.1 | 108.3
CC(=O)O[C@@H]1C[C@@]2(C)[C@@H](CC[C@]2(O)C(C)=O)[C@@H]2CC[C@@H]3[C@@H](Cl)C(=O)CC[C@]3(C)[C@H]21 | 95.4 | 94.1 | 106.7 | 99.2 | 102.2 | 75.9 | 94.2 | 96.6 | 103.5
Cc1cccc(C(=O)C(=O)c2cccc(C)c2C)c1C | 122.5 | 97.9 | 103.7 | 107.2 | 104.6 | 107.5 | 104.3 | 114.3 | ·
C[N+]1=C(/C=C/c2ccccc2Cl)C(C)(C)c2ccccc21 | 98.6 | 81.8 | 100.5 | 91.4 | 100.6 | 103.1 | 90.8 | 80.0 | 95.9
NNC(=O)COc1ccc(-c2nc3ccc([N+](=O)[O-])cc3[nH]2)cc1 | 80.1 | 91.6 | 88.9 | 104.8 | 99.0 | 101.0 | 94.8 | 92.7 | 91.7
Cc1ccc(C(c2c(O)c3cc(C)ccc3[nH]c2=O)c2c(O)c3cc(C)ccc3[nH]c2=O)cc1 | 102.2 | 82.7 | 92.0 | 99.6 | 105.1 | 92.4 | 97.9 | 94.1 | ·
O=S(=O)(O)c1ccc(N=Nc2ccccc2)cc1 | 91.1 | 111.0 | 102.8 | 115.6 | 100.7 | 106.8 | 102.8 | 79.8 | 115.0
COc1ccc(Cn2c(-c3nonc3N)nc3cc(C(F)(F)F)ccc32)cc1 | 81.2 | 75.0 | 77.5 | 72.7 | 73.5 | 64.5 | 55.2 | · | 104.5
COc1cc(C2CC(c3ccc(Nc4ccnc5cc(Cl)ccc45)cc3)=NN2c2ccccc2)cc(OC)c1OC (stereo not drawn) | 91.2 | 53.0 | 45.5 | 44.2 | · | 68.9 | 54.9 | 83.6 | 74.1
c1nc(C2OCCO2)sc1CN1CCCCC1 | 101.3 | 95.8 | 104.6 | 98.8 | 100.8 | 105.4 | 88.7 | 101.0 | 103.4
COc1ccc(C(=O)N2c3ccccc3Sc3ccccc32)c(OC)c1 | 62.2 | -9.7* | 19.2 | -0.8* | -0.4* | 10.0* | 9.4* | 31.3 | -11.4*
CSc1c(C#N)c(N)nc2c3c(=N)n4c(nc3nn12)sc1cc(Cl)c(Cl)cc14 | 99.6 | 64.5 | 123.8 | 110.1 | 118.9 | 91.9 | 107.0 | 101.0 | 116.8
COc1cccc(/C=C2\Cc3cc4c(cc3C2=O)OCO4)c1OC | 91.8 | 89.4 | 91.7 | 108.8 | 95.1 | 95.6 | 90.3 | 99.2 | 114.7
O=C1C=C(Nc2ccccc2)C(=O)C=C1Nc1ccccc1 | 103.4 | · | 110.8 | 119.0 | 104.9 | 105.2 | 101.6 | 100.8 | 106.7

Compound profiles, as listed above. Order of screens: NCI-H322M	NCI-H522	HCT-15	HT29	NCI/ADR-RES	NCI-H460	HCT-116	NCI-H226	COLO 205
Profile of `O=C1CC(c2ccc3c(c2)OCO3)c2snc(-c3cccc(F)c3)c2N1` (stereo not drawn) → 96.5	83.2	98.4	94.7	96.5	99.2	97.1	93.7	94.9
Profile of `CC(C)(C)OC(=O)n1cc(-c2nc(-c3c[nH]c4ncccc34)cs2)c2ccccc21` → 92.3	126.9	89.2	89.6	92.6	105.2	92.4	99.8	97.9
Profile of `O=C1N=C(c2ccccc2)S/C1=C\c1ccc2c(c1)OCO2` → 108.2	106.0	101.7	101.5	107.1	96.5	104.4	95.1	101.6
Profile of `Cc1ccc(C(c2c(O)c3cc(C)ccc3[nH]c2=O)c2c(O)c3cc(C)ccc3[nH]c2=O)cc1` → 102.2	82.7	92.0	99.6	105.1	92.4	97.9	94.1	·
Profile of `CCN(CC)c1ccc(Br)cc1` → 114.2	105.0	109.7	108.8	106.9	102.7	101.9	93.8	108.7
